Source: PubChem BioAssay (several laboratories)
PKA-R2B act – activators of human PKA-R2B complex; P22694+P31323; PKA-R2B holoenzyme dissociation, Cy5-IP20 fluorescence polarization; R2B truncated from residue 108, S112A mutant; 0% DMSO only, 100% 113 µM cGMP; activation, % at 11.4 µM; 340,000 compounds, 0.079% hits; AID 504700;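 active = activation above a cutoff set at the mean over all compounds plus 3 SD, cut at about 18% in these data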;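 also: higher means more holoenzyme dissociation and a rise in polarization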
PKA-R1A activ – PKA-R1A complex activation; 340,000 compounds, 0.083% hits; P00514+P68181; activation, % at 11.4 µM; PKA-R1A dissociation, Cy5-IP20 fluorescence polarization; scaled: DMSO 0%, 113 µM cGMP 100%;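 active = percent activation above the mean of all tested compounds plus 3 SD, cut at about 19% in these data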;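 also: higher means more PKAc released from R1A so a rise in polarization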
Tat export inh – blocks Tat-dependent protein export in E. coli | E. coli MC4100 TorA-mCherry Tat export, fluorescence | 340,000 compounds, 0.036% hits | inhibition, % at 10 µM;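 active = mean replicate inhibition at least 50% and at least half of replicates individually reaching 50%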;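 also: exported cargo escapes ClpAP degradation while cytoplasmic cargo is degraded and loses fluorescence; 0% = median of neutral control wells and 100% = median of NaSCN control wells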
Mot1-301 SUMO – inhibitors of SUMOylation pathway: yeast Mot1-301 growth rescue; S. cerevisiae Mot1-301 growth rescue, ATP luminescence, 38.5C; percent above DMSO median, 100 means doubled; growth rescue, % at 18.8 µM; 320,000 compounds, 1% hits;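 active = every valid replicate shows activation above 250% relative to neutral control wells; inactive = the rest, any valid replicate at or below 250%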;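 also: OY570 slx delta 5 strain wells were the positive control but not used for scaling; some compounds called inactive have numbers as strong as hits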
phage Ecoli inh – E. coli growth loss with phage present; 360,000 compounds, 0.26% hits; inhibition, % at 11.9 µM; growth absorbance; in the data active = inhibition above about 11%
PfHsp90 yeast 2 – growth inhibition of yeast expressing Plasmodium Hsp90; AID 504621; inhibition, % at 9.4 µM; S. cerevisiae expressing PfHsp90, BacTiter-Glo ATP, 48 h; yeast lacking PDR1 and PDR3 efflux regulators; 310,000 compounds, 0.32% hits;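 active = every replicate shows inhibition above about 80%, whatever the replicate mean, limit read from the data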;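 also: 0% = DMSO neutral controls and 100% = 20 µM radicicol positive controls; yeast relying on Plasmodium falciparum Hsp90 in place of its own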
HTR5A inv ctr – inverse agonist of human HTR5A in OPRM1-OPRD1 counter-screen; HTR5A cell line, luminescence, inverse agonism; 340,000 compounds, 0.083% hits; inhibition, % at 9.3 µM; P47898; AID 504634; in the data active = inhibition mostly above about 23%, no sharp cut-off; inactive = mostly below about 18%;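 also: 0% = cells with DMSO and 100% = no-cell wells with DMSO; some compounds called inactive have numbers as strong as hits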
OPRM1-OPRD1 ag – agonists of human mu-delta opioid receptor heterodimerization. 340,000 compounds, 0.3% hits. AID 504326. P35372+P41143. cells, OPRM1-OPRD1 heterodimerization, luminescence. activation, % at 9.3 µM; in the data active = activation above about 18%;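 also: 0% = vehicle-treated cells and 100% = reference agonist; values of inactives mirror those of a sister screen read the other way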
Target sequence (P35372 whole entry, looked up): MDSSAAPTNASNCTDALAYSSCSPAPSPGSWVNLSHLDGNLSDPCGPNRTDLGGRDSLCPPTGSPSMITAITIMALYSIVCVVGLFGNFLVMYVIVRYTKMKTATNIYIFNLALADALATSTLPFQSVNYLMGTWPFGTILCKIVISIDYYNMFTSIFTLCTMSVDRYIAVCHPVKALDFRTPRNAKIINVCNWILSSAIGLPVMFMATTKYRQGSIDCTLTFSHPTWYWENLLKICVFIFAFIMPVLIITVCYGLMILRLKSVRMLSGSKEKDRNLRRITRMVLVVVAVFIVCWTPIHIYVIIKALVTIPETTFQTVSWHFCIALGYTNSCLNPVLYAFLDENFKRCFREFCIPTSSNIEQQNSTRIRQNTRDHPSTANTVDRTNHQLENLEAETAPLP
Target sequence (P41143 whole entry, looked up): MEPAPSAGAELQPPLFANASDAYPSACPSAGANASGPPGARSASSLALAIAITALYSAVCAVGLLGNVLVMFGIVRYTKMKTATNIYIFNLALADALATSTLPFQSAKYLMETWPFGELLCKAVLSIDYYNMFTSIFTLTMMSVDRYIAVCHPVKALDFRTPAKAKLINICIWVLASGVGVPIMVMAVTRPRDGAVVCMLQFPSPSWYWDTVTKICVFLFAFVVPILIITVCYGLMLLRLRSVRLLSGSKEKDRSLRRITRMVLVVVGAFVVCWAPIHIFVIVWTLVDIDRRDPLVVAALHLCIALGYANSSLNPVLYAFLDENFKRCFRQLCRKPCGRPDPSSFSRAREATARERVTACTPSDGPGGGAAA
Ecoli viability – reduces bacterial viability in AddAB counter-screen | E. coli V3065 growth, OD600 absorbance, 18 h | inhibition, % at 11.9 µM | 330,000 compounds, 0.27% hits | AID 449728;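 active = inhibition above the campaign's mean inhibition across all tested compounds plus 3 SD, cut at about 9.9% in these data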;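 also: uninfected addAB+ strain grown without phage in ampicillin broth; 0% = DMSO wells and 100% = ciprofloxacin 0.95 µg/ml wells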
AddAB inh – less growth of phage-infected E. coli with AddAB; E. coli expressing H. pylori AddAB, absorbance growth; inhibition, % at 11.9 µM; 330,000 compounds, 0.29% hits; AID 435030; in the data active = inhibition above about 12%;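 also: 0% = vehicle wells of infected cells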
OPRM1-OPRD1 inv – inverse agonist of human OPRM1-OPRD1 heterodimerization | cell-based MOR-DOR heterodimer luminescence, inverse agonism | inhibition, % at 9.3 µM | P35372+P41143 | 340,000 compounds, 0.21% hits; in the data active = inhibition above about 22%, passing the limit was not always enough;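 also: 0% = cells with DMSO and 100% = wells without cells with DMSO; values of inactives mirror those of a sister screen read the other way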
* hit, by the source's call; nt = not tested or not shown.

SMILES	PKA-R2B act	PKA-R1A activ	Tat export inh	Mot1-301 SUMO	phage Ecoli inh	PfHsp90 yeast 2	HTR5A inv ctr	OPRM1-OPRD1 ag	Ecoli viability	AddAB inh	OPRM1-OPRD1 inv
Cc1ccc(C)c(OCC(=O)N2CCN(c3ncccn3)CC2)c1	-4.0	-7.3	5.9	81.0	4.1	4.3	-6.7	1.3	-1.1	1.7	-5.6
Cc1cc(Nc2ccccc2)n(-c2ccc(Br)cc2)n1	9.4	-3.7	2.8	-4.8	3.9	10.1	-38.0	-1.2	-0.5	1.4	6.6
COc1cccc(NC(=S)N2CCCC2c2ccc(OC)c(OC)c2)c1 (stereo not given)	-4.8	-6.8	3.8	-3.2	0.2	13.0	-5.8	-2.3	1.6	0.1	11.9
Cc1ccc(C(C(=O)NCCc2ccccc2)N(C(=O)c2csnn2)C2CC2)o1 (stereo not given)	-7.2	4.4	-4.9	-1.7	1.6	-10.7	-5.4	3.5	0.2	2.8	-17.5
NC(=O)c1ccc(NC(=O)CNc2cc(S(=O)(=O)N3CCOCC3)ccc2N2CCCC2)cc1	12.8	-6.9	2.7	nt	2.8	-1.7	-4.0	1.4	nt	nt	-5.8
COc1cccc(CC2(CO)CCCN(Cc3ccccc3Cl)C2)c1 (stereo not given)	-5.7	-0.3	4.9	-18.0	2.7	10.2	0.0	5.1	-1.7	0.8	-24.9
CCC1(CC)C(=O)C2=C3C1[C@H](C(=O)OC)C=C(C(=O)OC)C[C@H]3[C@H]1C(=O)N(Cc3ccccc3)C(=O)[C@H]1[C@H]2C (stereo not given in full)	-6.6	2.8	5.1	-11.9	4.5	-24.1	-4.0	-0.3	-2.4	0.8	1.7
Oc1ccccc1/C=N/n1cnnc1	10.6	3.0	9.2	-15.7	3.3	8.3	-24.6	-2.1	0.2	3.1	12.2
COc1cccc(/C=N/Nc2nn3cnnc3c3ccccc23)c1	-12.6	-7.6	6.3	21.8	0.8	-1.7	1.2	-1.4	0.4	-0.9	7.0
CCOC(=O)CCCc1sc(N)nc1-c1[nH]c(=O)[nH]c1C	-4.1	-0.6	-15.8	11.2	nt	1.5	8.0	-1.3	-1.1	1.1	7.4
CCOC(=O)c1ccc(-n2cc(C(=O)c3cccnc3)nn2)cc1	-1.4	-8.9	2.9	-4.1	-0.6	21.0	8.3	-1.9	nt	nt	8.5
C#CCOCCOCCOCCNc1nc(N2CCN(C(=O)[C@H]([C@@H](C)CC)n3cc(CCC(=O)O)nn3)CC2)nc(N2CCN(C(=O)[C@H](CCCCN)n3cc(CCC(=O)O)nn3)CC2)n1	0.7	0.7	-0.7	nt	2.5	7.2	8.9	-3.8	nt	nt	20.9
Cc1cc(C(=O)OCC(=O)Nc2c(Cl)cccc2Cl)c(C)o1	2.1	-0.4	3.0	-4.7	0.5	1.3	5.2	-3.1	0.7	-0.5	15.0
Cc1ccc(C)c(-n2ccnc2SCC(N)=O)c1	1.8	-6.5	3.2	-11.6	0.9	10.3	-24.3	-2.6	-1.8	3.8	12.1
CC1(C)CC(=O)C(C=NCC2CCNCC2)=C(O)C1	6.4	0.0	2.6	-12.6	3.2	0.6	-14.0	-2.8	1.1	5.2	16.0
Cc1csc2nc(CNS(=O)(=O)c3cccnc3)cn12	-8.3	-5.9	2.7	3.8	2.5	-15.9	-11.2	0.0	-3.4	0.1	-0.2
COc1ccc(-n2c(SCC#N)nc3ccccc3c2=O)cc1	-2.9	-8.0	3.1	-2.9	2.4	-5.7	6.7	-2.6	0.8	-1.4	13.8
CN(Cc1c(F)cccc1Cl)C(=O)c1ccc(NC(=O)CC2SC(N3CCCC3)=NC2=O)cc1 (stereo not given)	-3.0	7.1	-0.7	-10.5	1.5	-4.3	10.0	0.1	-0.6	1.6	-0.8
COc1ccc(NC(NC(=O)c2ccc(OC)cc2)C(Cl)(Cl)Cl)cc1 (stereo not given)	3.8	3.4	-1.2	nt	2.3	-1.2	8.8	1.1	1.0	1.3	-6.5
CCOc1ccc(N2C(=O)CC(N3CCN(c4ccc([N+](=O)[O-])cc4)CC3)C2=O)cc1 (stereo not given)	-1.3	-3.2	-10.6	-9.2	0.4	17.1	-13.8	0.2	-0.8	-1.9	-1.0
COc1cc(SC)ccc1C(=O)Nc1ccc(C)cc1C	-4.4	5.5	5.1	-7.9	-1.2	2.6	5.9	-0.8	2.1	-1.4	3.8
CC(N=C1NS(=O)(=O)c2ccccc21)C(=O)OCC(=O)N(C)C1CCS(=O)(=O)C1 (stereo not given)	-6.7	5.1	-1.9	-7.9	-0.1	6.9	-4.8	-1.8	-2.4	0.2	7.0
CC(C)c1nnc(NC(=O)c2ccc3ccccc3c2)s1	3.4	-15.8	1.6	10.6	0.7	-0.6	-6.4	-1.1	3.1	-2.0	5.6
O=C(COc1ccccc1F)Nc1ccc(S(=O)(=O)NCc2ccco2)cc1	-1.7	-3.7	-0.5	-2.0	4.6	0.0	-2.3	1.4	2.0	2.9	-8.4
CCC1Oc2ccc(C)cc2N(CC(=O)N(Cc2ccc(C)o2)C2CC(C)(C)NC(C)(C)C2)C1=O (stereo not given)	7.8	-7.4	-1.0	-11.1	1.9	-4.2	-0.4	0.8	-0.3	-0.7	-5.0
O=[N+]([O-])CC(=Nc1ccc(Cl)cc1)N/N=C\c1oc(O)c2ccccc12	-15.8	-9.1	-0.2	30.4	1.2	2.6	-20.1	-0.6	-1.0	0.3	3.0
COc1ccc(C(=O)OC(C)C(=O)NC(C)CCc2ccccc2)cc1[N+](=O)[O-] (stereo not given)	0.8	2.3	-6.2	16.4	1.3	1.9	-0.7	-2.0	-1.5	-2.5	10.6
Nc1c(Cl)c(Cl)nc(C(=O)N/N=C/c2ccco2)c1Cl	-10.9	-11.3	-11.0	210.0	5.0	6.0	8.2	-2.1	3.1	4.0	11.5
CCOC(=O)c1sc(NC(=O)CN(CC)CC)c(C(=O)OCC)c1C	3.9	-4.2	-6.1	36.6	2.1	20.3	-14.4	-1.2	2.2	3.4	7.1
CCC(C)NS(=O)(=O)c1ccc(NC(=O)CNCc2cccs2)cc1 (stereo not given)	-1.7	4.3	5.4	nt	2.8	-14.1	-7.0	-1.2	nt	nt	5.9
Cc1c(NC(=O)CSC(=S)N2CCCC2)c(=O)n(-c2ccccc2)n1C	0.2	-3.2	-7.8	-7.6	4.3	2.7	-20.1	0.3	-2.6	-0.1	-1.6
CCCN(CCC)S(=O)(=O)c1ccc(Cl)c([N+](=O)[O-])c1	-15.6	-7.9	4.3	13.1	4.7	-1.5	-19.3	5.0	1.1	4.8	-29.2
CC1CCCCN1C(=O)c1cc2c(=O)n3ccccc3nc2s1 (stereo not given)	1.2	-6.3	3.7	-1.7	-1.8	8.9	3.2	0.5	0.4	1.6	-2.8
CC[C@@]1(C(=O)OC)N[C@H](CN(C)C(=O)c2ccc(F)cc2)[C@@H]2C(=O)N(Cc3ccccc3)C(=O)[C@@H]21	-4.4	-11.0	4.1	11.5	1.5	10.3	8.8	-3.3	-4.8	-1.0	15.5
Cc1ccc(S(=O)(=O)/C(C#N)=C/c2c(N3CCN(C)CC3)nc3ccccn3c2=O)cc1	-0.4	2.2	-8.3	89.1	2.3	12.5	-5.5	-2.7	-0.7	5.2	11.2
O/N=C1/CCCCc2sccc21	-4.8	-12.6	-2.5	-4.0	2.2	6.8	-21.7	-1.1	2.8	0.0	5.3
Cc1cc(C)n(CCNS(=O)(=O)c2ccc(C)c(C)c2)n1	-5.2	-14.5	-2.8	11.5	3.1	-4.3	6.6	-2.4	-1.1	1.5	13.3
Cc1cccn2c(=O)c3cc(C#N)c(=N)n(CCN4CCOCC4)c3nc12	0.3	-9.5	-6.0	nt	nt	-5.2	3.4	-1.8	nt	nt	9.6
Cc1ccc(C(=O)NN=C2CCCCCC2)s1	7.2	3.7	-13.5	0.3	2.4	-2.6	-14.9	-1.2	0.5	-0.8	6.6
COc1ccc(N2CCN(c3nc(NCCO)nc(N4CCOCC4)n3)CC2)cc1	-8.6	-14.7	-2.4	-4.8	0.8	nt	-42.3	-1.6	-3.3	0.3	8.4
COc1ccc2cc(C(=O)N3CCN(C)CC3)[nH]c2c1	-8.9	-0.4	-9.0	343.0	2.8	-7.3	-13.3	-1.0	nt	nt	4.8
O=C(NCCN1CCN(Cc2ccccc2Cl)CC1)Nc1ccccc1	-5.0	-10.0	27.4	-20.7	2.1	nt	-19.0	2.4	-1.6	-0.2	-13.6
Cc1nc2ccccc2c(=O)n1CC(=O)N1CCOCC1	1.4	-0.4	-4.0	686.7*	-0.6	-8.9	10.2	-3.2	-2.1	4.1	18.2
COc1ccc(-n2nnc3c(SCC(=O)NCc4ccco4)ncnc32)cc1	3.0	-2.0	-7.1	7.7	5.6	-18.8	9.0	1.1	-0.3	0.7	-6.3
CCOc1ccc(Nc2nc(Cc3nnc(SCC(=O)N(CC)CC)n3C)cs2)cc1	5.1	2.6	-4.7	78.1	1.2	nt	12.0	-2.6	2.2	2.1	14.4
C/C(=N\NC(=O)c1ccc(O)cc1)c1cccc(NC(=O)c2ccc(Cl)cc2)c1	-16.6	-12.9	3.0	-0.9	3.1	-1.3	-4.7	-1.9	1.5	3.6	9.7
O=C(N/N=C/c1sc(=O)[nH]c1-[n+]1ccccc1)c1ccccc1[O-]	-1.2	-13.0	1.5	49.2	5.0	-19.7	0.8	-3.0	-0.9	0.2	16.4
C=CCc1cc(/C=N\NC(=O)CSc2nnc(CCCc3ccc(OC)c(C)c3)o2)cc(OC)c1O	-14.6	-1.3	1.1	4.6	1.6	nt	-3.9	-2.3	0.7	2.2	10.4
Cn1cc(Cl)c(-c2n[nH]c(=S)n2-c2ccc(F)cc2)n1	3.5	7.1	-1.0	0.9	3.9	11.6	-9.0	-0.3	-0.5	0.9	1.6
Cc1ccc(C)c(S(=O)(=O)Nc2ccc(S(=O)(=O)Nc3ncccn3)cc2)c1	3.4	0.3	-1.0	23.9	0.6	nt	18.1	-2.2	-0.3	-0.2	9.6
FC(F)(F)c1cnc(Sc2nnc(-c3cccs3)n2CC2CCCO2)c(Cl)c1 (stereo not given)	3.1	-3.9	-0.5	-2.2	1.6	nt	23.1	0.9	-2.2	-1.7	-5.0
O=C(CCl)N(c1ccc(Cl)cc1)c1c[nH]c2ccccc12	6.4	-2.6	-7.4	50.9	-0.1	14.7	-26.6	2.4	1.5	1.9	-12.0
COc1cc(OC)cc(C(=O)NCC(=O)OCC(=O)c2ccc3c(c2)-c2ccccc2C3)c1	-1.8	-2.8	-13.9	421.7	1.5	11.5	10.0	-2.1	-1.5	-1.1	13.2

An unsorted share of the library; about 2.2% have a hit in one of these screens.
